High-throughput results (PubChem BioAssay)
D2 agonist – agonists of human D2 dopamine receptor. P14416. HEK293 T-REx D2 cells, calcium flux agonist mode. activation, % at 2 µM. 340,000 compounds, 0.53% hits;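 active = activation over 3 SD above normal in the single-dose calcium agonist read, cut at about 30% in these data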; also: 0% is about no effect
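Calcium-flux readout, 1 cycle/sec over 180 s following compound pin transfer, in inducible HEK293 Trex D2 cells (force-coupled); dopamine controls included. Positive calcium responses during this window marked compounds as potential agonists.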
mIDH1 inhibitor – blocks human mutant IDH1 R132H enzyme | IDH1-R132H enzyme, NADPH consumption, diaphorase/resazurin fluorescence | Potency, µM (doses to about 76.6 µM), inactives show at the highest dose activity change, negative = inhibition, actives largely listed as inhibitors | AID 602179 | 390,000 compounds, 0.093% hits | O75874; also: potency is read from the fitted curve at half-maximal effect; % is scaled to controls: 0 for no effect and ±100 for the full control effect; nearly all actives have a fitted effect of over 65% in size
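IDH1-R132H (0.5 ug/mL) preincubated 30 min with compound, then NADPH (0.016 mM) and alpha-KG (2 mM) added; 80 min at RT, pH 7.5. Remaining NADPH coupled via diaphorase/resazurin to fluorescence (540/590 nm); concentration-response curves normalized to no-enzyme control.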
USP1-UAF1 inh – inhibitors of human USP1/UAF1 deubiquitinase | AID 743255 | recombinant USP1/UAF1, Ub-Rhodamine cleavage fluorescence | 390,000 compounds, 0.23% hits | Potency, µM (highest dose often 57.1 µM), without a hit: at the highest dose activity change, negative = inhibition, usual class: inhibitors | O94782; also: potency is read from the fitted curve at half-maximal effect; % is scaled to controls: 0 for no effect and ±100 for the full control effect; nearly all actives have a fitted effect of over 60% in size; inactives centre near -12
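In this screen, compounds sit with the deubiquitinase complex (1nM) for 15 min at room temperature before Ub-Rho is added at 150nM final. Fluorescence rise is then followed for 6 reads every 60 seconds.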
TRHR agonist – activates the human TRH receptor; P34981; TRHR cells, calcium flux fluo-8, FDSS agonist mode; activation, % at 2 µM; 360,000 compounds, 0.18% hits; AID 493084; in the data active = activation above about 30%; also: 0% is about no effect
Target sequence (P34981 whole entry, looked up): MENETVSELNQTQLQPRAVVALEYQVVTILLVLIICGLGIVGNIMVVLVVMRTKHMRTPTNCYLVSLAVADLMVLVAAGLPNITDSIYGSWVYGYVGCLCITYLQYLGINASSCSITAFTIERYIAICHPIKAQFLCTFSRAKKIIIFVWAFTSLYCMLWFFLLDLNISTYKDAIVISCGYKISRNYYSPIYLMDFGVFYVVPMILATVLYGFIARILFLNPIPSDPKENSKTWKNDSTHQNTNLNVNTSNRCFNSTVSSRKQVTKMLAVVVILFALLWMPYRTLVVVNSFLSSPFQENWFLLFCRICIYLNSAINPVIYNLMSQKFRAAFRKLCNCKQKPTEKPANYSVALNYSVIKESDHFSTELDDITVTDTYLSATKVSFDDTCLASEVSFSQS
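In this calcium-flux screen, cells bearing human TRHR are dye-loaded with fluo-8, baselined for 10 cycles, then exposed to library compounds; positive kinetic calcium responses during the agonist phase mark hits, with TRH as control.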
D2 antag – D2 dopamine receptor (human) antagonism. HEK293 TREx D2 cells, calcium flux, dopamine EC80. inhibition, % at 10 µM. 340,000 compounds, 2% hits; in the data active = inhibition above about 30%; also: 0% is about no effect
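Cells plated overnight at 30 C with tetracycline; no-wash calcium dye, 30–90 min RT; 10 s baseline; compound pinned; 180 s read; EC80 dopamine added; another 180 s read.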
TrxR1 substrate – rat thioredoxin reductase 1 substrate activity; O89049; purified TrxR1 substrate turnover, NADPH consumption readout; Potency, µM (highest dose often 114 µM), for the others: at the top dose activity change, negative = substrate turnover; 390,000 compounds, 0.01% hits; AID 588456; also: potency is read from the fitted curve at half-maximal effect; % is scaled to controls: 0 for no effect and ±100 for the full control effect; nearly all actives have a fitted effect of over 50% in size
Target sequence (O89049 whole entry, looked up): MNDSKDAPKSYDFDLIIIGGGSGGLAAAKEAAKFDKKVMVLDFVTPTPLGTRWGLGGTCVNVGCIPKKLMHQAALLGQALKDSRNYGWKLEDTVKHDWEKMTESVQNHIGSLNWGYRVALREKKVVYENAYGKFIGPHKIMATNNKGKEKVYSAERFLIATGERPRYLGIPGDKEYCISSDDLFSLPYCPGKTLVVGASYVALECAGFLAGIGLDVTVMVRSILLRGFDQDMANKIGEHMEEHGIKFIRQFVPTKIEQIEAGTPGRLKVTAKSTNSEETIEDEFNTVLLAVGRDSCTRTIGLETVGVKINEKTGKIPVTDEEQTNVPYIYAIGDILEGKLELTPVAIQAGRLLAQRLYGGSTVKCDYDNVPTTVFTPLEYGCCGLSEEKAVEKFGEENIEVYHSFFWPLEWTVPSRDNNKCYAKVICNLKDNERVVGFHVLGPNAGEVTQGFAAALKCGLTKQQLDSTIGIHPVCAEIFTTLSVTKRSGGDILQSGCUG
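Rat TrxR1, dispensed at 90 nM, was prereduced with 400 uM NADPH (final) for 5 min at ~22 deg C, then incubated with compound 15 min before 400 uM selenite. A first-read NADPH fluorescence drop versus no-compound background flagged substrates.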
TRHR enhancer – allosteric enhancers of human TRH receptor; TRHR cells, fluo-8 calcium fluorescence, EC20 TRH enhancement; enhancement, % at 2 µM; 360,000 compounds, 0.66% hits; AID 493056; in the data active = enhancement above about 30%; also: 0% is about no effect
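TRHR-expressing cells loaded with fluo-8 calcium dye were read kinetically (ex 480/em 530) during compound addition, then stimulated with an EC20 of TRH (10 nM final). Enhancement of the Gq-mediated intracellular calcium response was scored.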
TrxR1 inh – inhibitors of rat thioredoxin reductase 1; 390,000 compounds, 1% hits; AID 588453; recombinant rTrxR1, NADPH fluorescence consumption, selenite substrate; Potency, µM (top dose mostly 114 µM), for the others: at the top dose activity change, negative = inhibition, hits mostly inhibitors; O89049; also: potency is read from the fitted curve at half-maximal effect; % is scaled to controls: 0 for no effect and ±100 for the full control effect; nearly all actives have a fitted effect of over 65% in size
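Rat TrxR1 (90 nM in the dispensed reagent) was pre-reduced with 400 uM NADPH for 5 min at room temperature, then incubated with compound for 15 min. After 400 uM selenite was added, NADPH fluorescence (Ex 340/Em 450 nm) was followed for 8 min.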
Pin1 inh – human Pin1 inhibition; Q13526; 390,000 compounds, 0.009% hits; AID 504891; Potency, µM (top dose mostly 115 µM), for inactives: at the top dose activity, negative = inhibition, hits mostly inhibitors; Pin1 FP peptide displacement, HiFluor488, 10 min; active = well fitted inhibition curve with a large enough effect in the polarisation, with a control signal flat, not every such curve was filed as active; inconclusive = small, poorly fitted or top-dose-only effect, or effect the other way, or a change in a side signal; inactive = no such curve, though single readings can be large or run the other way; the % refers to the polarisation; also: potency is read from the fitted curve at half-maximal effect; % is scaled to controls: 0 for no effect and ±100 for the full control effect
Target sequence (Q13526 whole entry, looked up): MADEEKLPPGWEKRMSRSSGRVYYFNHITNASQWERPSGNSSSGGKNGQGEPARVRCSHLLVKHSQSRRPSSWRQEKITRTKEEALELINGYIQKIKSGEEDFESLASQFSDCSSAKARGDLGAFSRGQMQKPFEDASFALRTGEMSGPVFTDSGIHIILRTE
* marks the source's active call; other numbers are inactive results; ? = inconclusive; . = not tested or not shown; [ ] = dose if it differs, or a comment. Unless noted, calls follow the shape of the dose curve; as a rule, active = well fitted inhibition curve with a large enough effect; inconclusive = small, poorly fitted or top-dose-only effect; inactive = no such curve, though single readings can be large or run the other way. These rows are one share of the data; count on the stated rates, not on these rows.

SMILES	D2 agonist	mIDH1 inhibitor	USP1-UAF1 inh	TRHR agonist	D2 antag	TrxR1 substrate	TRHR enhancer	TrxR1 inh	Pin1 inh
Cc1cccc(NS(=O)(=O)c2cccc(C(=O)NCc3ccccc3CN3CCOCC3)c2)c1	0.9	4.0%	-23.3%	0.4	11.1	3.9%	0.2	21.4%	5.6%
CCc1ccc(-n2c(SCc3c(C)noc3C)nnc2-c2ccncc2)cc1	0.7	1.5%	-20.1%	-0.2	-1.7	9.3%[57.1 µM]	3.0	-15.3%	-3.2%
O=C(Nc1ccc(Oc2ccccc2)nc1)C1CCN(Cc2ccccc2)CC1	0.8	0.0%	-12.2%	0.7	-1.2	7.9%	1.8	22.3%	-3.2%
O=C(NCc1ccco1)c1ccc(CS(=O)(=O)Cc2ccc(Cl)cc2)o1	-0.5	-2.1%	-7.1%	-0.2	-6.4	10.3%	3.2	-10.5%	-1.9%
CCc1ccc(OCC(=O)Nc2ccc3c(c2)c2ccccc2n3CC)c(Br)c1	0.0	3.4%	-10.7%	-0.1	.	-0.1%	34.0*	2.4%	5.2%
CC/C(=N\NC(=O)c1ccc(N(C)C)cc1)c1ccccc1	2.6	3.6%	-8.9%	0.2	1.3	-25.2%[57.1 µM]	0.6	-9.2%[57.1 µM]	-9.4%
Cc1c2cnn(CC(=O)N3CCN(c4ncccn4)CC3)c(=O)c2c(C)n1Cc1ccc(F)cc1	0.0	.	.	-0.2	10.9	.	-0.5	.	.
O=C(CCc1ccccc1)NCCC1=CCCCC1	-0.1	4.7%	4.6%	-0.5	-17.3	-5.0%	7.0	-11.5%	-10.7%
Cc1ccc(S(=O)(=O)NCCNc2ccc([N+](=O)[O-])cc2C(F)(F)F)cc1	-0.5	-0.3%	-3.7%	-1.7	-11.9	-6.5%	7.4	-6.4%	8.0%
CC1(C)Cc2c(C#N)c(NCCN3CCOCC3)nc(-c3ccco3)c2CO1	.	0.0%	-6.1%	-0.3	.	20.1%	1.4	?	-0.1%
NNC(=O)Cn1c(-c2ccccc2)cc(=O)n2ncnc12	1.1	6.1%	-8.4%	-0.4	-3.1	-14.7%[57.1 µM]	-2.7	11.8%	-7.6%
CC(C)[C@H](NC(N)=O)C(=O)Nc1cccc([N+](=O)[O-])c1	0.4	2.4%	-13.9%	-0.6	0.3	-17.5%[57.1 µM]	6.0	31.5%[57.1 µM]	-3.6%

Compounds shown so far that contain a furan ring, fused or not:
SMILES	D2 agonist	mIDH1 inhibitor	USP1-UAF1 inh	TRHR agonist	D2 antag	TrxR1 substrate	TRHR enhancer	TrxR1 inh	Pin1 inh
O=C(NCc1ccco1)c1ccc(CS(=O)(=O)Cc2ccc(Cl)cc2)o1	-0.5	-2.1%	-7.1%	-0.2	-6.4	10.3%	3.2	-10.5%	-1.9%
CC1(C)Cc2c(C#N)c(NCCN3CCOCC3)nc(-c3ccco3)c2CO1	.	0.0%	-6.1%	-0.3	.	20.1%	1.4	?	-0.1%

More entries.
SMILES	D2 agonist	mIDH1 inhibitor	USP1-UAF1 inh	TRHR agonist	D2 antag	TrxR1 substrate	TRHR enhancer	TrxR1 inh	Pin1 inh
O=C(COC(=O)c1ccc[nH]c1=O)NC1CC1	.	-5.5%	-19.5%	.	.	1.7%	.	16.7%	5.9%
Cc1ccc(-c2nc(CSc3nnc(C)n4c3cc3occc34)c(C)o2)cc1	0.7	2.0%	-21.2%	0.3	.	-2.4%	5.5	3.8%	3.4%
Nc1c(NC2CCCCC2)c2ccccc2oc1=O	-0.2	1.0%	-1.8%	0.2	-23.5	-0.2%	2.2	13.5%	3.1%
COc1cc(-c2noc(-c3ccc(NCc4cccnc4)c([N+](=O)[O-])c3)n2)cc(OC)c1OC	-1.1	2.9%	-19.3%	0.5	.	-10.4%	-3.8	-13.1%	5.6%
COc1ccc(CC(=O)Nc2nn(C)c3nc4c(C)cccc4cc23)cc1	-1.0	4.3%	-13.2%	-0.7	6.6	17.0%	-2.3	19.1%[57.1 µM]	3.1%
Cc1ccc(C)c(NC(=O)Cc2nc(CNCC(C)C)cs2)c1	0.1	-3.8%	-7.8%	-0.1	5.4	1.5%	4.7	?	-2.8%
COc1cc([N+](=O)[O-])ccc1-c1ccc(C(=O)Nc2ccc(NC(C)=O)cc2)o1	-3.3	1.2%	-13.0%	-0.5	13.7	-3.2%	0.9	?	-0.4%
CCN(CC)C(=O)Cn1cc(C(=O)C2CC2)c2ccccc21	0.0	-2.5%	-17.0%	-0.1	-8.8	6.8%[57.1 µM]	-0.2	15.8%[57.1 µM]	0.1%
CC(C)c1nc(NCCN2CCOCC2)c(C#N)c2c1COC(C)(C)C2	0.7	-0.1%	-9.4%	-0.4	-3.6	14.8%	-3.2	10.6%	0.2%
CC(C)(CO)CNC(=O)CC1C(=O)NCCN1CC(c1ccccc1)c1ccccc1 (stereo not given)	-1.3	5.8%	-22.5%	-0.5	11.5	5.5%	-4.9	?	-11.5%
O=C(CCNC(=O)C1CCN(S(=O)(=O)c2ccccc2)CC1)NCCc1cccc(F)c1	.	-4.4%	-10.8%	-0.1	.	-0.5%	-9.9	28.3%	-4.5%
Cc1ccc(Cl)cc1-n1c(=O)cc(N2CC(C)OC(C)C2)[nH]c1=O (stereo not given)	0.3	5.5%	-8.4%	-1.0	0.7	9.0%	5.7	-26.6%	0.2%
CN(C)C(=O)c1ccccc1Sc1ccc(Cl)cc1Cl	1.0	7.8%	-7.3%	-0.4	-5.1	-7.2%	24.6	10.2%[57.1 µM]	-9.0%
CC(CNC(=O)Cn1cnc2c(NCc3ccccc3)ncnc21)c1ccccc1 (stereo not given)	.	-3.9%	-10.6%	.	.	0.8%	.	8.0%	3.1%
CCC(C)(C)n1nnnc1CN1CCN(c2ccc(OC)cc2)CC1	1.6	11.9%	-18.2%	1.2	-13.1	-5.8%	4.8	2.9%[57.1 µM]	-4.1%
CCc1ccc2[nH]c(=O)c(C(c3nnnn3CCOC)N3CCN(c4ccc(F)cc4)CC3)cc2c1 (stereo not given)	1.5	7.9%	-11.0%	-0.4	-0.1	5.3%[57.1 µM]	-1.2	6.4%[57.1 µM]	2.3%
O=C1OC/C(=C(/O)c2ccc(Cl)cc2)C1=O	.	11.2%	-19.2%	0.2	.	-2.1%	8.9	?	6.2%
COc1ccc(C)cc1NCc1nnc2n1CCCCC2	0.1	10.7%	-15.2%	-0.1	.	-4.3%[57.1 µM]	-3.4	-3.7%[57.1 µM]	?
COc1ccc(C2CC(=O)C3=C(C2)Nc2ccccc2NC3c2coc3ccccc3c2=O)cc1OC (stereo not given)	-0.4	2.3%	-17.1%	-0.4	-6.5	-18.9%	-0.9	-16.1%	-3.0%
CN(CC(=O)Nc1ccccc1Br)CC(=O)Nc1ccccc1C(F)(F)F	0.3	13.5%	-19.2%	-0.5	-19.3	0.1%	-2.3	10.9%	5.5%
S=C(Nc1ccc(Cl)c(Cl)c1)NC1CCCCC1	7.7	14.8%	-13.1%	1.0	8.6	-9.8%	-8.9	0.7%	7.4%
O=C(Nc1ccc2nn(-c3ccc(F)cc3)nc2c1)c1cccc2c(Cl)cccc12	-0.8	12.8%	0.2%	-4.8	.	2.7%	6.1	38.5%[11.4 µM]	8.1%
COc1ccc([C@H]2/C=C\CN(C(=O)[C@H](Cc3ccccc3)NC(=O)OCC3c4ccccc4-c4ccccc43)CC(=O)N2Cc2ccc(F)cc2)cc1	.	-5.4%	-28.3%	.	.	6.2%	.	25.7%	4.9%
CCOc1ccc(S(=O)(=O)Nc2cc(C)ccn2)c2ccccc12	0.0	0.3%	-4.3%	0.7	-9.1	8.0%	3.5	21.5%	-1.3%
CCCOP(=O)(c1ccc(N(C)C)cc1)C(O)c1ccccc1OC (stereo not given)	0.4	2.9%	-0.4%	-0.3	20.2	4.0%	-3.5	18.1%	2.0%
CN1CCN(CCc2nc3cc(NC(=O)COc4ccc(Cl)cc4)ccc3n2C)CC1	0.8	0.0%	-21.9%	0.3	12.1	7.3%	-0.9	21.7%	-9.5%
O=C(O)C1C2C=CC(C2)C1C(=O)Nc1cccc(C(F)(F)F)c1 (stereo not given)	-0.8	0.4%	-5.1%	0.3	-1.0	1.9%[57.1 µM]	-4.9	9.3%[57.1 µM]	0.3%
Cc1cc[n+](-c2ccccc2)c2ccccc12	0.0	-0.5%	-16.4%	0.4	-7.0	-7.9%	0.9	-3.3%	-9.2%
O=C(NCC1CCCO1)C(=O)N/N=C/c1ccc(OCc2ccccc2Cl)cc1 (stereo not given)	.	10.5%	?	.	.	4.0%	.	21.0%	47.0%[activator]
COc1ccc(NC(=O)CSc2nnc(-c3cccs3)n2-c2ccccc2)cc1	-0.6	5.5%	-23.8%	0.1	9.4	5.4%[57.1 µM]	1.4	-6.4%[57.1 µM]	-0.1%
COc1ccc(Cn2c(C(=O)O)c(CNCc3ccc(SC)cc3)c3ccc(OC)cc32)cc1	0.4	-14.6%	18.5%	0.3	.	-0.5%	22.5	-0.2%	11.0%
CCc1ccc(NC(=O)Cn2nnc(C(=O)NCCc3ccc(OC)c(OC)c3)c2N)cc1	-0.9	-6.6%	-13.2%	-0.4	16.9	-2.7%	-2.9	4.0%	-2.7%
O=C(Cc1cccs1)Nc1nnc(SCc2ccc(F)cc2)s1	0.5	5.0%	-11.5%	-0.2	2.2	-0.7%	-1.1	5.7%	8.6%
C=C1CCC[C@]2(C)C[C@H]3OC(=O)C(CN(Cc4ccc(OC)c(OC)c4)CC(C)O)[C@H]3CC12 (stereo not given in full)	-0.1	-8.2%	-15.4%	0.5	3.3	-7.3%	-0.7	8.9%	-2.9%
CC(C)(C)[C@@H]1COC(=O)[C@@H](NC(=O)OCC2c3ccccc3-c3ccccc32)C/C=C\C[C@@H](CC(=O)NCCO)C(=O)N1	.	3.7%	-28.9%	.	.	6.9%[57.1 µM]	.	5.0%[57.1 µM]	-4.0%
Cc1ccccc1NC(=O)c1ccc2c(c1)c(C)c(C)n2Cc1ccccc1	-0.3	16.1%	-10.2%	0.0	.	3.5%[57.1 µM]	-0.2	16.1%[57.1 µM]	13.8%
